High-throughput results deposited in PubChem BioAssay by several laboratories.
PMI inhibition: MPI inhibition at elevated mannose 6-phosphate – biochemical, fluorescence intensity, high mannose 6-phosphate, primary screen (AID 1220); recombinant PMI enzyme, coupled fluorescence intensity; higher % means a stronger effect; inhibition, % at 20 µM; hits with a dose series show IC50 in µM; 190,000 compounds, 0.66% hits
b-catenin transl: modulators of beta-catenin nuclear translocation | HeLa beta-catenin nuclear translocation, immunofluorescence imaging | nuclear translocation activity, % at 5 µM | 190,000 compounds, 0.3% hits;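 active = nuclear translocation activity above 50% at 5 µM, with a well cell count of 50 or more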;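 note: per-cell ratio of nuclear to cytoplasmic median beta-catenin stain intensity; plate controls were DMSO negative control for no effect and GSK-3 inhibitor IX positive control for full effect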
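Technique: fluorescence imaging of beta-catenin antibody stain plus DAPI / Material: human HeLa cell line / Incubation: compound treatment 24 h, 37°C, 5% CO2 / Read-out basis: % activation of per-cell nuclear versus cytoplasmic median beta-catenin signal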
PMI inhibitors: MPI enzyme activity inhibition – biochemical, fluorescence intensity, coupled assay, primary screen (AID 1209). 190,000 compounds, 0.42% hits. inhibition, % at 20 µM, or IC50 in µM where a hit was titrated. purified PMI enzyme, coupled fluorescence intensity; higher % means a stronger effect;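 note: plate controls were DMSO vehicle for no effect and wells lacking substrate for full effect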
Ins promoter up: MIN6 insulin promoter up-regulation; MIN6 insulin promoter-GFP reporter, high-content imaging; stronger effect = higher value; z-score at 5 µM; 190,000 compounds, 0.3% hits; AID 1625;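 active = z-score above 3 at 5 µM with at least 500 cells counted in the well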
Autophagy mod: modulators of autophagy | MEF GFP-LC3 puncta imaging; test concentration mostly 10 µM | calls only at 10 µM (by protocol) | 190,000 compounds, 0.98% hits;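 active = percentage of spot-positive cells more than 3 SD above its plate mean, without a fluorescence outlier flag or 80% toxicity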;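 note: spot-positive cell cutoff set from DMSO-treated cells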
WT yeast gro inh: growth inhibition of WT yeast, mitochondrial fusion screen; 190,000 compounds, 2.1% hits; mitochondrial fusion phenotypic screen, WT strain; AID 1362; inhibition, % at 10 µM; in the data active = inhibition above about 58%; tested in S. cerevisiae
MT stabilizer: stabilizes microtubules in HeLa cells | % tubulin-high responders, % at 10 µM | HeLa tubulin immunostaining HCS, 24 h; share of cells brighter than vehicle mean+2SD | 200,000 compounds, 0.83% hits;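 active = plate Z-score above 3 for both tubulin-high and condensed-nucleus cell shares, with cell loss under 80%, at 10 µM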;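 note: anti alpha tubulin signal scored within the nucleus-defined area of each cell; some results filed as inactive read as strong as hits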
Yfh1-depleted yeast: mitochondrial function rescue without frataxin homolog – Friedreich's ataxia, plus single-dose screen, dose response (AID 1465). fold induction at 50 µM, or EC50 in µM where a hit was titrated. 220,000 compounds, 0.074% hits. S. cerevisiae Yfh1-off respiration, WST-1 reduction, 72 h; higher fold induction means a stronger effect;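 active = fold induction of absorbance versus untreated yeast above a set limit, then at least 30% activation at any dose in follow-up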;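 note: activators that raise dye reduction in frataxin-depleted yeast; strong numbers were not always called active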
Dynein transport: dynein cargo transport inhibition. 3617.4 mouse cells, GR-EGFP nuclear translocation imaging; test concentration mostly 20 µM; stimulated with dexamethasone, 1 µM; stronger effect = lower value. z-score, hits read low. 220,000 compounds, 0.47% hits;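 active = plate z-score of nuclear minus cytoplasmic receptor signal below a set negative limit, without overly bright fluorescence or cell loss, cut at about -3.5 in these data, passing the limit was not always enough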;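 note: z-score of nuclear minus cytoplasmic ring GR-EGFP intensity difference per well; some compounds called inactive have numbers as strong as hits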
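Schedule: 48 h induction, then 1 h compound, then 30 min agonist, 37 °C. Buffer or medium: tetracycline-free induction medium containing charcoal-stripped FBS. Reagent: 1.0 µM final dexamethasone stimulus. Evaluation: nuclear versus cytoplasmic GR-EGFP signal, averaged per well. Signal: high-content fluorescence imaging after fixation.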
WT yeast gro inh mutant strain: recorded beside WT yeast gro inh, whose call it bears; inhibition, %; mitochondrial fusion phenotypic screen, mutant strain inhibition
Dynein transport cytoplasmic EGFP: second read-out of Dynein transport, no call of its own (marks repeat the call); z-score; measured here: cytoplasmic GR-EGFP intensity; stronger effect = higher value
Dynein transport nuclear GR-EGFP: further read-out of Dynein transport, marked with its call; z-score; measured here: nuclear GR-EGFP intensity;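 lower value marks the stronger effect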
Dynein transport cell count: second read-out of Dynein transport, no call of its own (marks repeat the call); z-score; measured here: cell count per field
Ins promoter up cell count: also measured in Ins promoter up; calls as there; cell count; measured here: cytotoxicity, nuclei count;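 total cells summed across four imaged fields per well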
b-catenin transl cell count 5 µM: second read-out of b-catenin transl, no call of its own (marks repeat the call); cell count; measured here: cell count, cytotoxicity flag
MT stabilizer Hoechst-high %: also measured in MT stabilizer; calls as there; % Hoechst-high responders; measured here: nuclear condensation Hoechst responders;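 share of cells brighter than vehicle mean plus two SD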
MT stabilizer cytotoxicity %: second read-out of MT stabilizer, no call of its own (marks repeat the call); toxicity, %; measured here: cytotoxicity by cell density;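 0% = mean cell density of plate MIN control wells and 100% = no cells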
Autophagy mod cell loss 18 h: further read-out of Autophagy mod, marked with its call; toxicity, %; measured here: cell loss, nuclei count;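 cell loss after 18 h compound exposure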
* = called active by the depositor; i = inactive; . = not tested or not shown. Cut-off read from the data, not from the text of the source, unless noted: active = inhibition above about 50%; inactive = the rest.

Every second line gives: PMI inhibition	b-catenin transl	b-catenin transl cell count 5 µM	PMI inhibitors	Ins promoter up	Ins promoter up cell count	Autophagy mod	Autophagy mod cell loss 18 h	WT yeast gro inh	WT yeast gro inh mutant strain	MT stabilizer	MT stabilizer Hoechst-high %	MT stabilizer cytotoxicity %	Yfh1-depleted yeast	Dynein transport	Dynein transport cytoplasmic EGFP	Dynein transport nuclear GR-EGFP	Dynein transport cell count
1	COc1ccc(OC)c(-c2cc(C(=O)NCCN3CCOCC3)no2)c1
    -10.4%	-4.3	944	8.9%	-0.73	1504	i	9.4	0.5	6.6	2.6	1.1	5.9	i	0.67	-0.478	0.51	-0.327
2	C=CCN(c1ccc(C(=O)Nc2ccc3c(c2)OCO3)cc1)S(C)(=O)=O
    15.7%	-0.1	994	11.5%	-0.49	1480	i	8.1	2.0	16.3	1.4	1.2	2.5	i	0.845	-0.241	0.618	-0.634
3	CC1CCCC(NC(=O)c2ccc3c(c2)N(Cc2ccccc2)C(=O)CS3=O)C1C (stereo unspecified)
    9.8%	7.1	1017	13.1%	-1.35	1520	i	-8.6	-0.1	-9.1	2.9	2.3	14.4	i	-0.405	-0.205	0.0521	0.651
4	Cn1nc(C(=O)N2CCOCC2)c([N+](=O)[O-])c1C(=O)N1CCOCC1
    -3.9%	-3.1	1109	0.8%	1.15	1714	i	4.8	-15.0	1.5	2.8	1.4	5.1	i	-0.332	-0.0748	-0.027	-0.401
5	c1ccc(N2CCN(c3nc4cc5c(cc4s3)OCCO5)CC2)cc1
    9.8%	-1.1	1160	10.0%	-0.57	1885	i	10.6	-5.9	-2.4	4.7	3.5	1.9	i	-0.242	-0.226	0.081	0.382
6	COC(=O)c1[nH]c(=O)c2ccccc2c1OCc1ccccc1
    14.4%	-0.9	1119	16.0%	0.49	1227	i	-0.7	-1.0	3.3	2.6	3.3	4.7	i	-1.17	-0.319	-0.44	0.489
7	COc1cccc(CN2CCCC(C(=O)N3CCCCC3)C2)c1OC (stereo unspecified)
    -6.7%	-1.8	1455	8.9%	0.1	1231	i	9.3	-6.8	-2.3	2.6	1.3	8.5	i	-0.211	-0.0646	0.268	0.345
8	COc1ccc(NC(=O)C2C(=O)N(C)C3(C)CC2c2ccccc2O3)cc1 (stereo unspecified)
    -5.5%	1.9	1394	-2.8%	-0.97	1505	i	-7.7	29.4	11.4	2.5	2.5	10.6	i	-0.838	0.373	-0.0408	1.23
9	CCN1CCN(C(=S)Nc2ccc3nc4n(c(=O)c3c2)CCCCC4)CC1
    -3.2%	-4.3	1060	-1.1%	-0.62	1158	i	5.4	-7.8	10.7	2.9	2.1	7.8	i	0.354	-0.214	0.468	-0.425
10	CN1CCc2nc(SCc3ccc(C(C)(C)C)cc3)c(C#N)cc2C1
    20.2%	.	.	15.2%	.	.	i	-0.9	20.8	-3.1	1.2	0.9	6.4	i	-0.676	-0.075	-0.587	0.272
11	CCOc1ccc(CCn2c(-c3ccco3)nc3ccccc3c2=O)cc1OCC
    -2.1%	.	.	-4.4%	.	.	i	-8.2	-3.5	5.6	1.1	1.5	7.7	i	-0.933	-0.117	-0.192	0.915
12	Cc1ccc(S(=O)(=O)N2CCOCC2)cc1NC(=O)CSc1n[nH]c(N)n1
    -0.6%	-3.0	1137	-1.1%	-0.18	1215	i	40.2	-27.3	6.8	2.0	3.4	3.8	i	-0.18	-0.344	-0.547	-0.286
13	CCOC(=O)CCc1c(C)n(CC)c2cc(-c3ccccc3OC)nn2c1=O
    -5.4%	.	.	-2.7%	-1.16	921	i	2.9	6.3	26.5	1.1	0.9	12.1	i	-0.615	-0.208	-0.0682	0.293
14	CC(C)(C)c1ccc(-c2ncccc2O)cc1
    8.8%	2.4	1041	8.1%	-0.37	1365	i	4.2	19.9	15.1	2.5	3.1	1.8	i	-1.45	-0.12	-0.345	-0.369
15	CC1CC(C)CN(c2cc3c(cc2[N+](=O)[O-])C(=O)N(c2ccccc2)C3=O)C1 (stereo unspecified)
    -5.6%	-6.0	586	-6.1%	0.24	1295	i	-2.8	1.6	-4.7	5.2	3.3	8.1	i	2.41	-0.115	0.917	-1.95
16	CC1CCC(NS(=O)(=O)c2ccc3c(c2)n(C)c(=O)c(=O)n3C)CC1 (stereo unspecified)
    1.4%	1.0	1350	5.8%	-0.04	1473	i	-5.6	3.8	14.2	2.4	5.2	8.7	i	-0.782	-0.17	-0.377	0.824
17	Cc1nn(C)cc1/C=N\NC(=O)c1ccc2c(c1)c(C)c(C)n2Cc1ccccc1
    9.9%	-4.7	1249	14.9%	.	.	i	-8.0	49.0	33.6	1.7	1.3	5.2	i	3.46	-0.182	2.3	-1.78
18	Cc1ccc(S(=O)(=O)Nc2ccc(NC(=O)CN3CCCCC3)cc2)cc1
    8.1%	1.0	1082	5.1%	0.89	1372	i	14.3	-10.9	-20.0	2.6	2.1	7.3	i	-0.705	-0.238	-0.0473	-0.0319
19	O=C(NCCc1ccccc1)c1cnc2sccn2c1=O
    6.1%	-4.3	1268	0.1%	1.44	1011	i	5.9	-5.6	0.6	4.3	1.4	3.8	i	2.73	0.198	1.36	-2.33
20	Cn1c(N2CCCCC2)nc2c1c(=O)n(Cc1cccc(Br)c1)c(=O)n2C
    6.8%	-3.6	935	3.5%	-0.27	1099	i	35.7	14.7	-6.9	4.1	3.3	16.0	i	0.901	-0.0451	1.26	-2.34
21	N#Cc1c(-c2ccccc2)ccnc1N1CCOCC1
    -8.9%	0.6	1477	-2.0%	-1.47	1490	i	7.7	4.6	4.3	2.7	1.5	2.4	i	-0.475	-0.309	-0.293	0.504
22	COc1ccc(OC)c(NC(=O)CCNC(=O)Cn2cnc3ccccc3c2=O)c1
    8.0%	-1.9	1088	2.3%	.	.	i	10.2	-1.5	9.2	3.5	2.2	2.3	i	0.0298	-0.213	0.083	0.085
23	Cc1cccc2nc3c(nc12)-c1ccccc1C3=O
    .	1.0	1317	.	0.32	1053	.	.	.	.	.	.	.	i	-0.301	-0.547	-0.415	0.109
24	CCCC(=O)Nc1nnc(-c2cccc(OCC)c2)s1
    1.4%	-5.3	980	-0.2%	-1.06	1390	i	28.4	-7.8	13.1	2.0	2.2	13.7	i	-0.753	-0.194	-0.256	0.822
25	O=C(COC(=O)c1ccc([N+](=O)[O-])o1)Nc1cccc2ccccc12
    1.4%	0.9	1147	-28.3%	-0.72	1222	i	11.2	24.7	26.3	8.2	2.6	4.8	i	-1.12	0.267	-0.276	0.545
26	O=C(OCC(=O)c1ccc(Cl)s1)c1ccccn1
    -10.3%	-1.0	1066	-3.2%	-0.1	1440	i	0.0	4.9	5.5	3.5	3.7	3.9	i	-0.675	0.188	-0.0211	0.0979
27	CCCC(=O)Nc1c2c(nn1-c1ccc(OC)cc1)CS(=O)(=O)C2
    1.1%	-3.2	1395	-4.6%	0.73	1416	i	20.6	10.8	7.1	6.9	4.7	5.8	i	-0.359	-0.272	-0.157	0.482
28	COC(=O)CSc1nc(N)nc(C)c1Cl
    -9.6%	-0.8	1435	-7.0%	0.99	1428	i	31.9	2.0	-18.9	5.6	0.9	8.2	i	0.805	-0.239	-0.292	0.404
29	Cc1ccc(Nc2nnc(SCC(=O)Nc3cccc(S(=O)(=O)NC4=NCCCCC4)c3)s2)c(C)c1
    11.7%	0.1	560	10.8%	-0.25	1296	i	0.2	3.4	-13.8	5.3	2.3	13.2	i	-0.294	-0.297	-0.5	0.749
30	COc1ccc(CCNC(=O)Cc2cc(OC)c(OC)cc2Br)cc1OC
    -2.7%	-0.9	1134	-6.1%	-0.36	1250	i	7.4	-3.9	-0.8	2.5	2.8	8.7	i	0.582	-0.323	0.188	-0.148
31	CCn1c(SCc2ccccc2)nnc1C1CCN(S(=O)(=O)c2ccc(OC)cc2)CC1
    7.6%	.	.	4.1%	.	.	i	-12.2	-12.9	-14.4	3.5	2.1	6.9	i	-0.467	-0.202	-0.427	0.114
